PMI inhibitors – MPI enzyme activity inhibition – biochemical, fluorescence intensity, coupled assay, primary screen (AID 1209). purified PMI enzyme, coupled fluorescence intensity; higher % means a stronger effect. 190,000 tested, 0.42% active. inhibition, % at 20 µM, or IC50 in µM where a hit was titrated; in the data active = inhibition above about 50%;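 also: plate controls were DMSO vehicle for no effect and wells lacking substrate for full effect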
MT stabilize HCS – stabilizes microtubules in HeLa cells. % tubulin-high responders, % at 10 µM. 200,000 tested, 0.83% active. HeLa tubulin immunostaining HCS, 24 h; share of cells brighter than vehicle mean+2SD;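 active = plate Z-score above 3 for both tubulin-high and condensed-nucleus cell shares, with cell loss under 80%, at 10 µM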;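 also: anti alpha tubulin signal scored within the nucleus-defined area of each cell; some results filed as inactive read as strong as hits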
Hep lipid drop – modulators of hepatic lipid droplet formation; inhibition, % at 6.5 µM; AML12 mouse hepatocytes, oleate lipid droplets, BODIPY imaging; 240,000 tested, 0.4% active;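 active = lipid droplet intensity inhibited by at least 50%, with more than 500 cells counted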
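Assay system: AML12 hepatocytes (mouse) / Also added: 100 µM oleic acid challenge / Times: overnight treatment with compound plus oleate / Detection: high-content imaging of BODIPY-stained droplets and DAPI nuclei / Evaluation: % inhibition of lipid droplet signal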
Dynein cargo inh – blocks dynein driven cargo transport along microtubules. 3617.4 mouse cells, GR-EGFP nuclear translocation imaging; test concentration mostly 20 µM; stimulated with dexamethasone, 1 µM; stronger effect = lower value. z-score, hits read low. 220,000 tested, 0.47% active. AID 1381;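 active = plate z-score of nuclear minus cytoplasmic receptor signal below a set negative limit, without overly bright fluorescence or cell loss, cut at about -3.5 in these data, passing the limit was not always enough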;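 also: z-score of nuclear minus cytoplasmic ring GR-EGFP intensity difference per well; some compounds called inactive have numbers as strong as hits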
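Buffer or medium: tet-free medium with charcoal-stripped serum / Also added: dexamethasone agonist, 1.0 µM final, for 30 min / Timing: induction 48 h, compound 1 h, agonist 30 min / Measured by: high-content fluorescence imaging after fixation / Read-out: nuclear-to-cytoplasmic GR-EGFP distribution per well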
Myeloid diff 2 – myeloid differentiation induction. ER-HoxA9 myeloid progenitors, lysozyme-GFP differentiation, flow cytometry. calls only at 10 µM. 360,000 tested, 1% active;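 active = normalized GFP-positive differentiation at or above the plate's own cutoff, the solvent-only control mean plus 3 SD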;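 also: cells exposed to compound for four days before flow analysis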
b-catenin transl – modulators of beta-catenin nuclear translocation | nuclear translocation activity, % at 5 µM | 190,000 tested, 0.3% active | AID 1665 | HeLa beta-catenin nuclear translocation, immunofluorescence imaging;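 active = nuclear translocation activity above 50% at 5 µM, with a well cell count of 50 or more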;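 also: per-cell ratio of nuclear to cytoplasmic median beta-catenin stain intensity; plate controls were DMSO negative control for no effect and GSK-3 inhibitor IX positive control for full effect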
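Test system: human HeLa cell line; Doses: 5 µM primary, 0.02–20 µM confirmation; Incubation: 24 h compound exposure, 37°C; Detection: beta-catenin immunofluorescence imaging with DAPI; Read-out: beta-catenin nuclear/cytoplasmic ratio, % activation.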
TNAP activators – human TNAP enzyme activators, primary screen, biochemical, luminescent, no phosphate acceptor, uHTS (AID 1001); purified TNAP, luminescent activation assay, no phosphate acceptor; higher activation fold means a stronger effect; activation fold at 20 µM, or EC50 in µM where a hit was titrated; 200,000 tested, 0.03% active; in the data active = activation fold from about 3, or a potency from the dose series; inactive = the rest, 99 in 100 with activation fold below about 1.6; also: many of its hits are not listed in these tables
Ins promoter up – MIN6 insulin promoter up-regulation | MIN6 insulin promoter-GFP reporter, high-content imaging; stronger effect = higher value | AID 1625 | z-score at 5 µM | 190,000 tested, 0.3% active;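 active = z-score above 3 at 5 µM with at least 500 cells counted in the well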
T cell modulator – T cell immune modulators affecting CD8 T cell-vesicle binding; 330,000 tested, 0.068% active; 2C CD8+ T cell-vesicle binding, flow cytometry; stronger effect = lower value; AID 2052; calls only at 7 µM;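 active = response, share of CD8 T cells binding vesicles, and their 90th percentile fluorescence all below set limits, cut at about 80% in these data, passing the limit was not always enough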
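Material: murine 2C transgenic CD8+ T lymphocytes / Also added: QL9-peptide-loaded Drosophila micro-vesicles bearing Ld, ICAM-1 and B7-1 / Schedule: binding step 1.5 h, 37 °C, antibody labelling 20 min, ice / Signal: flow cytometry, PE anti-B7-1 (FL2) versus Alexa647 anti-CD8 (FL8), PFA-fixed / Evaluation: percent CD8+ FL2 mean versus row control / Benchmarks: naked versus QL9-loaded vesicles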
Dynein cargo inh cytoplasmic EGFP – second read-out of Dynein cargo inh, no call of its own (marks repeat the call); z-score; measured here: cytoplasmic GR-EGFP intensity; stronger effect = higher value
Dynein cargo inh nuclear GR-EGFP – further read-out of Dynein cargo inh, marked with its call; z-score; measured here: nuclear GR-EGFP intensity;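 lower value marks the stronger effect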
Dynein cargo inh cell count – second read-out of Dynein cargo inh, no call of its own (marks repeat the call); z-score; measured here: cell count per field
Ins promoter up cell count – recorded beside Ins promoter up, whose call it bears; cell count; measured here: cytotoxicity, nuclei count;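 total cells summed across four imaged fields per well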
Hep lipid drop cells 6.5 µM – recorded beside Hep lipid drop, whose call it bears; cell count; measured here: cell count, cytotoxicity flag;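 cells counted across two imaged fields per well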
b-catenin transl cell count 5 µM – second read-out of b-catenin transl, no call of its own (marks repeat the call); cell count; measured here: cell count, cytotoxicity flag
T cell modulator vesicle-bound % – second read-out of T cell modulator, no call of its own (marks repeat the call); double positive events, %; measured here: CD8+ vesicle-bound cell fraction;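 binding gate set so that unloaded-vesicle control wells show 10% double positive cells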
MT stabilize HCS Hoechst-high % – further read-out of MT stabilize HCS, marked with its call; % Hoechst-high responders; measured here: nuclear condensation Hoechst responders;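 share of cells brighter than vehicle mean plus two SD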
MT stabilize HCS cytotoxicity % – also measured in MT stabilize HCS; calls as there; toxicity, %; measured here: cytotoxicity by cell density;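 0% = mean cell density of plate MIN control wells and 100% = no cells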
Myeloid diff 2 GFP+ MAC1+ % – further read-out of Myeloid diff 2, marked with its call; GFP+ MAC1+ double positive, %; measured here: differentiation confirmed by MAC1 staining
The depositor's hits bear a star; i = inactive; / = not tested or not shown.

SMILES | PMI inhibitors | MT stabilize HCS | MT stabilize HCS Hoechst-high % | MT stabilize HCS cytotoxicity % | Hep lipid drop | Hep lipid drop cells 6.5 µM | Dynein cargo inh | Dynein cargo inh cytoplasmic EGFP | Dynein cargo inh nuclear GR-EGFP | Dynein cargo inh cell count | Myeloid diff 2 | Myeloid diff 2 GFP+ MAC1+ % | b-catenin transl | b-catenin transl cell count 5 µM | TNAP activators | Ins promoter up | Ins promoter up cell count | T cell modulator | T cell modulator vesicle-bound %
CC(=O)c1ccc(NS(=O)(=O)c2ccc(CC(C)C)cc2)cc1 | 12.4% | 2.6 | 2.2 | 3.9 | 0.0 | 799 | -0.353 | -0.261 | -0.236 | 0.503 | i | 4.9 | / | / | 1.1 | / | / | i | 13.0
N#CC(c1ccc(Cl)cc1)c1nc2ccccc2nc1C(F)(F)F (stereo not drawn) | 9.8% | 2.0 | 1.4 | 7.1 | / | / | -0.801 | -0.167 | -0.503 | 0.857 | i | 0.4 | -0.9 | 1448 | 1 | 0.12 | 1359 | i | 33.9
CCc1nnc(NC(=O)C2CCCCN2S(=O)(=O)c2ccccc2)s1 (stereo not drawn) | -16.6% | 1.9 | 2.2 | 9.9 | -28.1 | 689 | 0.0676 | -0.375 | -0.283 | 0.169 | i | 0.3 | -3.7 | 1021 | 1 | 0.56 | 1622 | i | 26.2
COCCOC(=O)C1=C(N)OC2=C(C(=O)CC(C)(C)C2)C1c1cccnc1 (stereo not drawn) | 5.3% | 6.2 | 16.6 | 96.3 | 12.0 | 688 | -0.0822 | -0.299 | 0.371 | 2.27 | i | 1.0 | / | / | 1 | 0.05 | 1216 | i | 20.2
CCOc1ncccc1C(=O)NCc1ccc(OC)cc1 | 14.3% | 35.8* | 16.2* | 57.5* | 11.9 | 681 | / | / | / | / | i | 0.3 | 24.3 | 714 | 1 | 0.62 | 1909 | i | 33.5
CCC(C)N(C(=O)c1csnn1)C(C(=O)NCc1ccc(F)cc1)c1ccco1 (stereo not drawn) | 5.8% | 3.6 | 2.2 | 8.3 | / | / | -0.281 | -0.203 | 0.357 | -0.182 | i | 2.5 | -5.9 | 1063 | 1.1 | 0.01 | 1281 | i | 22.2
CCOC(=O)C1=C(N)N(c2cc(S(=O)(=O)N3CCOCC3)ccc2Cl)C(=O)C1 | 5.8% | 1.5 | 1.8 | 1.4 | 10.8 | 763 | -0.489 | -0.312 | -0.137 | 0.976 | i | 0.2 | 0.5 | 1125 | 1.1 | 0.34 | 1180 | i | 49.5
COc1ccccc1NC(=S)NCc1ccco1 | -8.5% | 1.2 | 1.6 | 2.0 | -2.6 | 752 | -0.996 | 0.125 | -0.409 | 0.591 | i | 0.6 | -5.1 | 1284 | 1 | 0.83 | 897 | i | 48.3
CCOC(=O)c1ccccc1NC(=O)c1n[nH]c(=O)c2ccccc12 | -10.0% | 3.1 | 2.2 | 0.8 | 27.5 | 737 | 0.0685 | -0.269 | 0.16 | -0.739 | i | 0.9 | -0.5 | 911 | 1 | -0.22 | 1258 | i | 30.8
Cn1ncc([N+](=O)[O-])c1C(=O)Nc1ccc2c(c1)OCCO2 | 33.3% | 3.0 | 1.6 | 3.2 | / | / | -0.377 | -0.242 | -0.749 | 0.214 | i | 1.5 | / | / | 1.1 | / | / | i | 49.8
CCOC(=O)C1=C(CC)OC(N)=C(C#N)C1c1cccs1 (stereo not drawn) | -0.2% | 2.6 | 2.7 | 4.6 | -2.1 | 812 | -0.026 | -0.189 | 0.278 | 0.684 | i | 7.4 | 4.9 | 933 | 1 | -0.12 | 801 | i | 14.4
O=C(C[n+]1ccc(/C=N/O)cc1)NC1CCCCC1 | -4.5% | 2.9 | 3.5 | 9.2 | -5.3 | 677 | -0.0965 | -0.19 | -0.321 | -0.573 | i | 0.6 | -0.8 | 1029 | 1 | 0.51 | 1273 | i | 36.5
CC(C)C(=O)c1cn(CC(=O)NCc2ccco2)c2ccccc12 | 2.9% | 3.7 | 2.4 | 2.8 | -1.4 | 723 | 1.14 | -0.268 | 0.484 | 0.482 | i | 0.3 | -3.9 | 1197 | 1.1 | 0.04 | 1157 | i | 30.7
CCSc1nnc2c(n1)OC=Nc1ccc(Br)cc1-2 | -33.6% | 3.0 | 2.5 | 6.7 | -1.7 | 639 | -0.575 | -0.212 | -0.0296 | 1.21 | i | 1.2 | / | / | 1.1 | -0.15 | 1363 | i | 43.2
CSc1ccccc1NC(=O)COc1ccc(S(=O)(=O)N2CCCC2)cc1 | 12.5% | 0.6 | 2.2 | 2.8 | -1.6 | 651 | 0.373 | -0.0551 | 0.603 | -0.665 | i | 0.6 | / | / | 1.1 | 0.68 | 1239 | i | 61.8
CC(/C=N/NC(=O)c1cc(-c2ccc(C)s2)[nH]n1)=C\c1ccccc1 | 6.0% | 27.5* | 47.8* | 57.5* | -1.9 | 634 | 0.915 | -0.146 | 0.773 | -1.14 | i | 0.2 | 1.3 | 1049 | 1 | -0.03 | 1248 | i | 40.9
Cc1ccccc1CN1CCN(S(C)(=O)=O)CC1 | -1.4% | 3.3 | 2.4 | 5.3 | 3.1 | 750 | 0.765 | -0.255 | 0.257 | -0.112 | i | 1.6 | -2.4 | 1193 | 1.1 | -0.27 | 1271 | i | 39.4
Cc1ccc(S(=O)(=O)Oc2ccc(C(c3c(C)[nH][nH]c3=O)c3c(C)[nH][nH]c3=O)cc2)cc1 | 14.9% | 2.1 | 1.3 | 6.2 | -4.0 | 774 | -0.875 | 0.303 | -0.211 | -0.249 | i | 7.3 | -2.3 | 1064 | 1.1 | 1.16 | 884 | i | 54.0
COc1ccc2nc3ccccc3nc2c1NC(=O)c1ccc(Cl)cc1Cl | -0.5% | 3.7 | 2.4 | 1.2 | -10.1 | 621 | -0.984 | -0.0402 | -0.766 | 0.946 | i | 1.8 | -1.3 | 931 | 1.4 | 1.44 | 1316 | i | 35.4
Cc1cc(N2CCCCC2)c(F)cc1[N+](=O)[O-] | 10.9% | 1.3 | 2.8 | 5.2 | 5.7 | 666 | 1.49 | -0.0514 | 0.344 | -0.549 | i | 5.5 | 0.0 | 984 | 1 | -0.01 | 1795 | i | 30.5
COC(=O)C(C)Sc1n[nH]c(=S)s1 (stereo not drawn) | -20.1% | 0.9 | 1.2 | 4.2 | 5.9 | 763 | -0.0307 | -0.398 | -0.299 | 0.275 | i | 0.6 | / | / | 1 | / | / | i | 2.1
Cc1nc(NC(C)C)c2oc3ccccc3c2n1 | 6.1% | 3.5 | 2.4 | 5.4 | / | / | 0.329 | -0.199 | 0.739 | -1.06 | i | 1.0 | -1.9 | 835 | 1.1 | -2.49 | 784 | i | 43.2
CCCCNc1c(N)n(CC(C)C)c(=O)[nH]c1=O | -2.1% | 4.4 | 1.7 | 9.5 | 0.4 | 684 | -0.285 | -0.332 | 0.15 | 1.08 | i | 0.8 | 0.0 | 1078 | 1.1 | -0.13 | 1236 | i | 13.0
COC(=O)n1c(=O)oc2cc(S(=O)(=O)N3CCCCC3)ccc21 | -3.5% | 1.3 | 2.2 | 9.9 | / | / | -0.153 | -0.162 | -0.226 | 0.437 | i | 5.5 | 3.9 | 1206 | 1 | -0.42 | 1288 | i | 7.8
O=c1c2cc(Cl)ccc2[nH]c(=S)n1Cc1cccs1 | 4.8% | 1.5 | 3.5 | 8.9 | 2.5 | 533 | 0.263 | -0.188 | 0.0211 | -0.654 | i | 0.3 | 3.1 | 443 | 1.1 | -0.31 | 1306 | i | 32.2
CCC(=O)N1CCN(c2ccc(NC(=O)c3ccco3)cc2)CC1 | 13.3% | 4.6 | 1.9 | 4.8 | -13.4 | 740 | -1.26 | -0.227 | -1.1 | 1.06 | i | 1.0 | / | / | 1 | 0.84 | 1249 | i | 49.5
CCN1CCN(c2nc(-c3ccccn3)nc3ccccc23)CC1 | 13.4% | 3.1 | 1.6 | 2.7 | / | / | -0.305 | -0.241 | -0.0666 | 0.135 | i | 1.1 | -0.7 | 1274 | 0.8 | -0.51 | 1501 | i | 37.6
COC(=O)Nc1ccc(OCc2ccccc2)cc1 | 21.0% | 3.8 | 1.7 | 6.9 | 1.0 | 788 | -0.788 | -0.157 | -0.449 | 0.515 | i | 1.0 | 0.3 | 1132 | 1.1 | 1.66 | 1228 | i | 41.8
Cc1cc(Cl)c(S(=O)(=O)NCC2CCCO2)cc1OCC(N)=O (stereo not drawn) | 4.8% | 2.4 | 1.0 | 33.3 | 1.1 | 706 | -0.213 | -0.238 | -0.116 | -0.355 | i | 0.3 | / | / | 1.1 | 0.75 | 1345 | i | 33.8
Cc1noc(C)c1C(=O)NNc1cc(Cl)ccc1Cl | / | / | / | / | -4.9 | 751 | 3.45 | -0.157 | 1.42 | -2.16 | i | 0.2 | -1.2 | 1348 | / | -1.14 | 1445 | i | 40.7

Screening data deposited in PubChem BioAssay by several laboratories.
